# LAP4 TOR yeast – modulators of LAP4-GFP expression in yeast, primary screen, S. cerevisiae, multiplex flow cytometry, MLPCN library | 3 h; median GFP as percent of DMSO wells | GFP response vs DMSO, % at 10 µM | 320,000 compounds, 0.34% hits | AID 2023, 2009;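 active = GFP response vs DMSO above a set limit, about the screen mean plus 3 SD, cut at about 150% in these data; inconclusive = under 70 cell events counted for the yeast strain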
# CIT2-GFP yeast – modulators of CIT2-GFP expression in yeast, primary screen, S. cerevisiae, GFP fusion, multiplex flow cytometry, MLPCN library; S. cerevisiae CIT2-GFP strain, 3 h; 100 means same as DMSO wells; GFP response vs DMSO, % at 10 µM; 320,000 compounds, 0.065% hits; AID 2029, 2009;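 active = GFP response relative to DMSO above a set limit, near the screen mean plus 3 SD, cut at about 150% in these data; inconclusive = Fewer than 70 cells measured for a yeast strain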;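 note: ratio of well median GFP fluorescence to mean of DMSO wells on the plate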
# GRK2 aptamer HTS – compounds blocking aptamer binding on GRK2 – biochemical, human GRK2, bead flow cytometry, HTS, primary screen. Beta-adrenergic receptor kinase 1 (Homo sapiens), P25098. AID 488847, 2010. FAM-aptamer displacement from GRK2. inhibition of aptamer binding, % at 10 µM. 330,000 compounds, 0.59% hits;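 active = inhibition of aptamer binding above 40%, roughly 3 SD of noise, on plates passing a quality check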;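 note: median bead fluorescence of bound FAM aptamer so fluorescent compounds give negative values; no value below 0 was filed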
# RPL19A-GFP yeast – RPL19A-GFP expression modulators in yeast, primary screen, cell-based, S. cerevisiae, multiplex flow cytometry, MLPCN | 330,000 compounds, 0.3% hits | percent response vs DMSO, % at 10 µM | S. cerevisiae RPL19A-GFP strain, 3 h; hits give low values;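 active = percent response vs DMSO below 50%; inconclusive = fewer than 70 events counted for the yeast strain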;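 note: median channel GFP fluorescence of the barcoded RPL19A-GFP strain; ratio of sample median GFP to plate DMSO average so 100% = DMSO; lower means less RPL19A-GFP as with rapamycin TOR inhibition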
# AGP1-GFP MLPCN – modulators of AGP1-GFP expression in yeast TOR pathway, primary screen, cell-based, multiplex flow cytometry, S. cerevisiae, MLPCN library. 3 h; GFP as percent of DMSO wells. GFP response vs DMSO, % at 10 µM. 320,000 compounds, 0.02% hits. AID 2066, 2009;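 active = GFP response relative to DMSO above a set limit, near screen average plus 3 SD, cut at about 150% in these data; inconclusive = fewer than 70 cells counted for the yeast strain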;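 note: median GFP channel fluorescence of the gated AGP1 strain per well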
# JMJD2C inh – inhibitors of GASC-1 histone demethylase, primary screen, biochemical, fluorescence, DELFIA europium. AID 2099, 2009. Lysine-specific demethylase 4C (Homo sapiens), Q9H3R0. GST-JMJD2C(1-420) H3K9me3 demethylation. 330,000 compounds, 0.069% hits. inhibition, % at 2.35 µM;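 active = more than half of a compound's replicate wells show inhibition beyond 50%, single wells judged on their own value; inconclusive = some, but no more than half, of replicates pass 50% inhibition; inactive = no replicate passes 50% inhibition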;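 note: signal counts dimethyl H3K9 product captured on neutravidin plate; 0% = median of DMSO wells and 100% = 0.3 times that DMSO median; strong numbers were not always called active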
# MEP2-GFP yeast – modulators of MEP2-GFP levels in yeast, primary screen, S. cerevisiae, multiplex flow cytometry, MLPCN library. GFP response vs DMSO, % at 10 µM. 330,000 compounds, 0.51% hits. S. cerevisiae MEP2-GFP strain, 3 h; 100% = DMSO control level;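 active = GFP response versus DMSO above a set limit, roughly screen mean plus 3 SD, cut at about 180% in these data; inconclusive = fewer than 70 cells counted for a yeast strain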;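 note: median GFP fluorescence of the barcode-gated MEP2-GFP cells per well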
# VLA-4 inh – inhibition in human VLA-4 binding assay, primary screen, VLA-4 allosteric modulator project, MLPCN library, flow cytometry, VLA-4 expressing cells; Integrin alpha-4 (Homo sapiens), P13612; ligand binding flow cytometry; inhibition, % (about 7 µM as worked out from the volumes in the protocol); 330,000 compounds, 0.2% hits; in the data active = inhibition above about 50%
# Target sequence (P13612 whole entry, looked up): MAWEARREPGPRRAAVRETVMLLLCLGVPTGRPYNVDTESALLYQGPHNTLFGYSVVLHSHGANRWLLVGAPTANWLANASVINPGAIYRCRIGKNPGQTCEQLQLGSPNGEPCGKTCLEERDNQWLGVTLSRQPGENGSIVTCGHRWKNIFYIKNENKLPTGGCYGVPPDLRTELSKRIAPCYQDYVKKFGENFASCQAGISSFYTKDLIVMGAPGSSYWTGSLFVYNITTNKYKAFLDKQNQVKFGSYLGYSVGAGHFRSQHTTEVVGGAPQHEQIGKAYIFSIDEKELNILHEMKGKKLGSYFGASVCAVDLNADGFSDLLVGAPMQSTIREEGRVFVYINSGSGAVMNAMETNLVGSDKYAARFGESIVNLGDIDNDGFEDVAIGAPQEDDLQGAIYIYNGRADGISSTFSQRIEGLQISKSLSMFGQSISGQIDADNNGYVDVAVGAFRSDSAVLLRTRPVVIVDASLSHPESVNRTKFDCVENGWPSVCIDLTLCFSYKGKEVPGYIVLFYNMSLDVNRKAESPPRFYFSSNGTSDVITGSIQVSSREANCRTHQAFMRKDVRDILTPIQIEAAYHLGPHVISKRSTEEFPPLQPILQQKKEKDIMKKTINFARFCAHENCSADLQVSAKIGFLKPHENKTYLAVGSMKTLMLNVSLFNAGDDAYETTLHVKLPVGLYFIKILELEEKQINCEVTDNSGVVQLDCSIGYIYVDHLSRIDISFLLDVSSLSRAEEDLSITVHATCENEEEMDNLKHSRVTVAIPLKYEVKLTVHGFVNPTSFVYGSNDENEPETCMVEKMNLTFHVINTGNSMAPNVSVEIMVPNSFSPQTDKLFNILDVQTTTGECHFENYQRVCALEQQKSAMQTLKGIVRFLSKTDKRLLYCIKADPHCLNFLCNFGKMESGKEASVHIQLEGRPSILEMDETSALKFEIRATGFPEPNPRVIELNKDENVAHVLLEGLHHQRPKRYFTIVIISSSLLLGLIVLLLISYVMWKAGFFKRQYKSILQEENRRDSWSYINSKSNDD
# Starred values were filed as active, the others as inactive; ? = inconclusive; / = no result given. Not a hit list; overall some 1.7% were active at least once.
# Screens in order: LAP4 TOR yeast, CIT2-GFP yeast, GRK2 aptamer HTS, RPL19A-GFP yeast, AGP1-GFP MLPCN, JMJD2C inh, MEP2-GFP yeast, VLA-4 inh
(1) CC(Oc1ccc(Br)cc1)C(=O)Nn1c(=S)[nH]c2ncccc2c1=O (stereo not drawn)
  95, 91, 0, 104, 97, -10, 103, -7
(2) O=C1CSC(c2cn(-c3ccccc3)nc2-c2cc3ccccc3oc2=O)N1Cc1ccccc1 (stereo not drawn)
  92, 93, 0, 91, 90, -4, 94, -5
(3) Oc1cccc(Nc2nc(N3CCOCC3)nc(N3CCOCC3)n2)c1
  99, 103, 0, 100, 102, 5, 111, 3
(4) COc1ccc2c(CC(=O)N[C@@H](Cc3ccccc3)C(=O)O)cc(=O)oc2c1
  92, 101, 1, 104, 101, -14, 106, 6
(5) C/C(=N\NC(=O)c1nc2ccccn2c1C)c1cccc([N+](=O)[O-])c1
  98, 101, 3, 109, 103, -1, 104, 13
(6) C=C1N(c2ccc(Cl)cc2)C(=O)OC1(C)C
  101, 104, 4, 95, 109, -1, 93, 40
(7) COc1ccc(C(=S)N2CCN(C)CC2)cc1
  102, 101, 0, 104, 102, 4, 103, 12
(8) Cc1ccc(NC(=O)CSc2nnc(CNC(=O)c3ccco3)o2)cc1Cl
  99, 96, 2, 97, 99, 3, 94, 6
(9) CCN1CCN(C(=O)c2cc3c(OC)c(OC)c(OC)cc3[nH]2)CC1
  110, 95, 0, 94, 99, -14, 103, 0
(10) C/C(=N\NC(=O)c1ccc(Cl)cc1)c1cccnc1
  106, 102, 9, 101, 100, -1, 109, 18
(11) C/C(=N/OC(=O)CC(C)C)c1cc(-c2ccc(Cl)cc2)no1
  94, 103, 0, 97, 102, 5, 102, -10
(12) COc1ccc(N(CC(=O)Nc2cccc3ccccc23)S(C)(=O)=O)c(OC)c1
  91, 105, 2, 104, 105, 4, 110, 0
(13) CCCCCCN1C=CC(=C/C=C(\C#N)C(=O)OCC)C=C1
  120, 100, 1, 100, 96, -8, 111, -60
(14) O=C(O)/C=C/C(=O)N1CCN(c2cccc(Cl)c2)CC1
  82, 90, 0, 93, 91, 2, 101, 9
(15) CN1CCc2cc(Cl)c(O)cc2[C@@H](c2ccccc2)C1
  100, 96, 0, 102, 99, -13, 92, 21
(16) CCOC(=O)c1[nH]c(C)c(C(=O)OCC(=O)N(Cc2ccccc2)C(C)C)c1C
  98, 99, 3, 96, 101, 8, 99, 3
(17) Cn1c(C2CCCCC2)nc2c1c(=O)[nH]c(=O)n2Cc1ccccc1
  96, 98, 9, 99, 101, -27, 92, -9
(18) COc1ccc(Cl)cc1NC(=O)CCNC(=O)Cn1ccc2ccccc2c1=O
  110, 92, 0, 97, 101, 4, 100, 12
(19) CCOC(=O)c1c(-c2ccccc2)oc2ccc(OCC(=O)NNC(=O)CCC(=O)O)cc12
  93, 99, 0, 100, 99, -5, 103, 8
(20) CC1=NN(c2ccccc2C(=O)O)C(=O)C1N=Nc1ccccc1 (stereo not drawn)
  95, 94, 2, 102, 92, -1, 103, 8
(21) Cc1nc(NC(=S)NC(=O)COc2ccccc2Cl)ccc1Br
  103, 105, 3, 103, 110, 0, 98, -21
(22) COc1ccc(C(=O)Nc2ccc(Cl)cc2C(=O)N2CCOCC2)cc1
  93, 98, 2, 103, 102, -1, 92, -4
(23) Cc1ccc(CCNC(=O)Cn2ccc3cc(S(=O)(=O)N4CCCC4)ccc32)cc1
  96, 100, 1, 100, 100, -5, 100, 1
(24) CCNC(=O)CN(c1ccc(Cl)cc1)S(=O)(=O)c1ccccc1
  90, 86, 0, 101, 85, 4, 91, 6
(25) CCC(C)NCC(=O)Nc1sc2c(c1C(N)=O)CCC2 (stereo not drawn)
  98, 104, 3, 99, 98, 16, 103, 4
(26) Cc1ccccc1Cn1c(C(C)O)nc2ccccc21 (stereo not drawn)
  97, 101, 0, 96, 95, 1, 101, -7
(27) CSCCCNC(=S)N(C)CC(=O)Nc1ccc(C)cc1
  100, 97, 0, 99, 98, -3, 104, 10
(28) c1ccc(-c2nc(NCc3cccnc3)c3oc4ccccc4c3n2)cc1
  118, 78, 5, 78, 85, 1, 96, -12
(29) COc1ccc(NC(=O)COC(=O)COc2cccc(Br)c2)cc1OC
  96, 93, 5, 93, 92, 0, 86, 12
(30) CCOc1c(Cl)cc(CNc2ccc(S(N)(=O)=O)cc2)cc1OC
  88, 95, 10, 101, 100, 4, 102, 30

# (list continues)
cpd	compound	LAP4 TOR yeast	CIT2-GFP yeast	GRK2 aptamer HTS	RPL19A-GFP yeast	AGP1-GFP MLPCN	JMJD2C inh	MEP2-GFP yeast	VLA-4 inh
31	O=C(CSCc1c(F)cccc1Cl)Nc1cccnc1	108	101	2	98	105	-3	109	5
32	Cc1nc(Cl)cc(N/N=C/c2ccc(O)cc2)n1	93	99	1	94	95	-2	102	8
33	CC(=O)c1cc(-c2ccc(F)cc2)n(CCC(=O)Nc2cc(C)[nH]n2)c1C	92	101	0	94	102	-1	92	0
34	COc1cccc(CNc2nc3nc4c(c(=O)n3[nH]2)CCC4)c1	102	98	1	96	99	12	102	9
35	O=C(CCNS(=O)(=O)c1cccc2nsnc12)N1CCc2ccccc21	94	100	6	102	102	16	100	0
36	CCOC(=O)c1cc2sc(C)cc2n1CC(=O)Nc1cccc(C)c1C	100	104	0	102	103	4	97	-6
37	CCOP(=O)(OCC)C(Nc1ccc([N+](=O)[O-])cc1)c1ccc(Cl)cc1 (stereo not drawn)	97	104	0	102	108	0	98	-1
38	O=C(Cn1ncc2c([nH]c3ccccc32)c1=O)N1CCN(c2ccc(F)cc2)CC1	96	108	4	102	105	1	98	10
39	O=C(CN1CCCCCC1)Nc1ccccc1OC(F)F	106	106	0	101	105	-5	108	-8
40	CNC(=O)C1CCC(=O)N1Cc1ccccc1Cl (stereo not drawn)	99	98	3	99	105	-5	97	12
41	COC(=O)CC1C(=O)NCCN1C(=O)CSc1nc2ccccc2o1 (stereo not drawn)	96	102	3	111	98	-36	97	3
42	COc1ccccc1C(=O)NC(CCSC)C(=O)NCCCn1nc(C)cc1C (stereo not drawn)	103	105	3	100	111	3	99	0
43	Cc1cc(N/N=C2\CC(C)CC(C)(C)C2)nc2ccccc12 (stereo not drawn)	98	105	0	110	109	3	107	2
44	CCOC(=O)/C=C/C(=O)Nc1ccc(-c2nnc3n2CCCCC3)cc1	99	109	0	109	100	-1	112	2
45	Nc1c(-c2ccsc2)cnc2ncnn12	93	101	0	94	95	5	96	16
46	O=C(COC(=O)c1nc(Cl)ccc1Cl)NC1CCCCC1	86	79	1	90	92	-10	95	-11
47	CC(Sc1nnnn1-c1ccc(O)cc1)C(=O)NC1CCCCC1C (stereo not drawn)	95	87	1	94	95	3	95	8
48	CCc1sc(C(=O)Nc2ccc(NC(C)=O)cc2)cc1C	115	88	0	104	96	7	101	10
49	CCOC(=O)C1(C)NC(c2ccc(N(C)C)cc2)C2C(=O)N(CC)C(=O)C21 (stereo not drawn)	95	106	2	100	107	10	99	2
50	O=C(NCCOC(=O)c1ccccc1)c1ccccc1	106	92	0	96	87	-1	102	3

# Entries above containing a furan ring, fused or not, in the order listed:
cpd	compound	LAP4 TOR yeast	CIT2-GFP yeast	GRK2 aptamer HTS	RPL19A-GFP yeast	AGP1-GFP MLPCN	JMJD2C inh	MEP2-GFP yeast	VLA-4 inh
8	Cc1ccc(NC(=O)CSc2nnc(CNC(=O)c3ccco3)o2)cc1Cl	99	96	2	97	99	3	94	6
19	CCOC(=O)c1c(-c2ccccc2)oc2ccc(OCC(=O)NNC(=O)CCC(=O)O)cc12	93	99	0	100	99	-5	103	8
28	c1ccc(-c2nc(NCc3cccnc3)c3oc4ccccc4c3n2)cc1	118	78	5	78	85	1	96	-12

# (list continues)
cpd	compound	LAP4 TOR yeast	CIT2-GFP yeast	GRK2 aptamer HTS	RPL19A-GFP yeast	AGP1-GFP MLPCN	JMJD2C inh	MEP2-GFP yeast	VLA-4 inh
51	COc1cc2c3c(c1)-c1c(sn(-c4cc(OC)ccc4OC)c1=S)C(C)(C)N3C(=O)C2=O	104	109	4	101	104	5	103	8
52	COc1cc(/C=C/C(=O)O)ccc1OS(=O)(=O)c1cc(C)ccc1C	116	91	0	97	103	14	106	3
53	O=C(CCOc1ccccc1)Nc1ccc([N+](=O)[O-])cc1	117	113	0	114	106	6	122	-4
54	C=CCN1CN(S(=O)(=O)c2cccs2)c2nc3ccccc3nc21	109	102	1	101	101	-5	102	-23
55	O=C(NCCN1CCOCC1)c1csc2c1CCCC2	101	102	0	100	104	0	99	5
56	CCOC(=O)c1ccc(NC(=O)c2cccc(S(=O)(=O)N3CCN(C(C)=O)CC3)c2)cc1	97	99	1	103	105	-13	104	5
57	CCOC(=O)Cc1nc(-c2ccc(Cl)cc2)n[nH]1	89	96	0	88	/	-20	87	9
58	CC(NC(=O)CSc1cccc(C(F)(F)F)c1)c1ccccc1 (stereo not drawn)	92	99	1	101	106	6	107	8
59	COc1ccc(CCNC(=S)N2CCC(C(=O)c3ccc(F)cc3)CC2)cc1OC	120	102	2	104	110	/	99	13
60	Cc1cc2c(cc1S(=O)(=O)N1CC(C)CC(C)C1)OCC(=O)N2 (stereo not drawn)	101	104	1	99	101	-12	96	2
61	CCc1c(C)[nH]c2ccc(C)cc2c1=O	101	93	1	97	101	21	106	13
62	NC(=O)N/N=C\c1cccs1	101	98	1	95	102	3	83	4
63	Cc1cccnc1NC(=S)NC(=O)/C=C/c1ccco1	105	106	0	102	104	-5	105	-6
64	CCN(C(=O)COC(=O)c1cc(S(=O)(=O)Nc2c(C)n(C)n(-c3ccccc3)c2=O)ccc1Cl)C1CCCCC1	100	105	2	98	101	17	101	11
65	Nc1ccc(C(=O)N/N=C/c2cn(Cc3ccc(F)cc3)c3ccccc23)cc1	?	?	0	?	?	-7	?	1

# Looked up by structure from the entries so far:
cpd	compound	LAP4 TOR yeast	CIT2-GFP yeast	GRK2 aptamer HTS	RPL19A-GFP yeast	AGP1-GFP MLPCN	JMJD2C inh	MEP2-GFP yeast	VLA-4 inh
62	NC(=O)N/N=C\c1cccs1	101	98	1	95	102	3	83	4
54	C=CCN1CN(S(=O)(=O)c2cccs2)c2nc3ccccc3nc21	109	102	1	101	101	-5	102	-23
55	O=C(NCCN1CCOCC1)c1csc2c1CCCC2	101	102	0	100	104	0	99	5
63	Cc1cccnc1NC(=S)NC(=O)/C=C/c1ccco1	105	106	0	102	104	-5	105	-6

# Screening results (PubChem)
